Bioassay records (PubChem BioAssay)
NSD2 inh: NSD2 (human) methyltransferase inhibition. O96028. NSD2 peptide methylation, AlphaScreen, 120 min. inhibition, % at 12.5 µM. actives 0.54% (n = 310,000); in the data active = inhibition above about 50%
MITF act: MITF TRPM1 promoter activation in melanoma cells; SK-MEL-5 TRPM1-promoter luciferase, 24 h; % of positive control, neutral wells = 0; actives 0.75% (n = 300,000); activation, % at 12.5 µM; AID 588334;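 active = mean activation of at least 80% with every replicate also reaching 80%; inconclusive = mean reaches 80% but some replicate falls short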;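 also: 0% = neutral control wells and 100% = parthenolide positive control wells; values of inactives mirror those of a sister screen read the other way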
dFosB activator: enhances mouse delta FosB homodimer DNA binding; activation, % at 25 µM; AID 493131; actives 0.99% (n = 340,000); P13346; purified delta FosB, TAMRA-CDK5 oligo fluorescence polarization; percent of positive-control signal above neutral wells;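 active = mean activation above about 17%, with every replicate also reaching it, limit read from the data, passing the limit was not always enough; inconclusive = only one of the two conditions met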;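 also: fluorescence polarization rise as delta FosB binds a TAMRA Cdk5 AP-1 oligo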
Target sequence (P13346 whole entry, looked up): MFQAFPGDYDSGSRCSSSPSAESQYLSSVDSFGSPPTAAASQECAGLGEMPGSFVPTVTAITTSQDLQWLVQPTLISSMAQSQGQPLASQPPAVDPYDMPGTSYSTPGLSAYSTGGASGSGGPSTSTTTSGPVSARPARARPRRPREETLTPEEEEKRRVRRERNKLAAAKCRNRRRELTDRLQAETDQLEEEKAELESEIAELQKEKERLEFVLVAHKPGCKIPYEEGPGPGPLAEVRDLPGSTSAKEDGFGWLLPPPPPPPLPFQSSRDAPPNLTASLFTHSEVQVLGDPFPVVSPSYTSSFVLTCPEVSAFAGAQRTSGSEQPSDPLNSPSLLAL
SR-BI DiI-HDL act: SR-BI HDL lipid transfer activation; activation, % at 12.5 µM; AID 504775; CHO ldlA[mSR-BI] cells, DiI-HDL uptake fluorescence, 3 h; 100 = double the neutral-control signal; actives 0.096% (n = 320,000);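 active = mean replicate activation of at least 60% and every replicate at or above 60%; inconclusive = mean or all-replicate condition met, but not both; inactive = mean below 60% and not all replicates reaching 60%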;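 also: 0% = median plate neutral-control signal and 100% = twice that signal; values of inactives mirror those of a sister screen read the other way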
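Test system: SR-BI-overexpressing, LDLR-lacking CHO cells; Medium: Ham's F12 with 0.5% BSA, HEPES 25 mM, pH 7.4; Schedule: 3 h, 37 °C; Technique: bottom-read fluorescence, 550/595 nm.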
Rtt109 Vps75: inhibitors of Candida albicans Rtt109/Vps75 histone acetyltransferase. Q5AAJ8. purified Rtt109/Vps75, ThioGlo CoA-SH fluorescence, 4 h. inhibition, % at 34.9 µM. actives 0.16% (n = 330,000);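 active = inhibition of at least 50% in every replicate; inconclusive = best replicate reaches 50% inhibition but some replicates fall short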
Target sequence (Q5AAJ8 whole entry, looked up): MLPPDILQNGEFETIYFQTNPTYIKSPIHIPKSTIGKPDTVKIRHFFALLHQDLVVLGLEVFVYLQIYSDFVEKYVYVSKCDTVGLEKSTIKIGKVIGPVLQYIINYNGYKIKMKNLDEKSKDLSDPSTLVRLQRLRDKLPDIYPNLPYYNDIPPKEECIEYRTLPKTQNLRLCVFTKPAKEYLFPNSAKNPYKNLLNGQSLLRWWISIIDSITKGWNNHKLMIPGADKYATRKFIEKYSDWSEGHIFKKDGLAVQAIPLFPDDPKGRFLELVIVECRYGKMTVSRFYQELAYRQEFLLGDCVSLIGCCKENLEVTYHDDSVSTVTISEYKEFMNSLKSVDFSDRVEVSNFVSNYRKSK
CAL PDZ FP-1: human CAL PDZ-peptide interaction inhibition | purified CAL PDZ, TMR-peptide fluorescence polarization, 1 h | inhibition, % at 20 µM | actives 0.02% (n = 330,000) | AID 504414;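 active = highest replicate inhibition of at least 40%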;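 also: plate controls were DMSO neutral control wells for no effect and unlabeled competitor peptide control wells for full effect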
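Material – purified CerCALP PDZ construct · Detection – FP readout, S and P plane fluorescence · Measure – percent inhibition from loss of millipolarization · Controls – unlabelled peptide for full inhibition, DMSO wells as neutral · Probe or stimulus – TMR-labelled reporter peptide T*-PRC34 bound in PDZ groove · Times – 1 h at RT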
PvdQ acylase: blocks Pseudomonas aeruginosa PvdQ acylase activity; AID 488965; actives 0.063% (n = 340,000); inhibition, % at 10 µM; purified PvdQ acylase, fluorescence plate reader; in the data active = inhibition above about 30%, passing the limit was not always enough; inconclusive = no clear call, values can overlap the other calls;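 also: 0% = vehicle neutral wells and 100% = reference inhibitor wells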
SR-BI HDL uptake: mouse SR-BI HDL lipid transfer inhibition. Q61009. ldlA[mSR-BI] CHO cells, DiI-HDL uptake fluorescence, 3 h. inhibition, % at 12.5 µM. actives 0.96% (n = 320,000). AID 488896;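 active = mean replicate inhibition of at least 70% and a set share of replicates each scoring 70 or more; inconclusive = meets just one of the two criteria; inactive = fails both criteria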;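 also: 0% = median of neutral control wells and 100% = median of positive control wells; values of inactives mirror those of a sister screen read the other way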
PfHsp90 yeast 2: reduces growth (ATP signal) of yeast expressing P. falciparum Hsp90; S. cerevisiae expressing PfHsp90, BacTiter-Glo ATP, 48 h; yeast lacking PDR1 and PDR3 efflux regulators; inhibition, % at 9.4 µM; actives 0.32% (n = 310,000);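 active = every replicate shows inhibition above about 80%, whatever the replicate mean, limit read from the data; inconclusive = mean inhibition reaches the set limit but some replicate falls short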;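 also: 0% = DMSO neutral controls and 100% = 20 µM radicicol positive controls; yeast relying on Plasmodium falciparum Hsp90 in place of its own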
CAL PDZ FP-2: blocks peptide binding to the human CAL PDZ domain; inhibition, % at 24.9 µM; purified CAL PDZ, TMR-peptide fluorescence polarization, 1 h; AID 602252; actives 0.92% (n = 300,000);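 active = mean inhibition of at least 30% with at least half of replicates also reaching 30%; inconclusive = no clear call, values can overlap the other calls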;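 also: 0% = DMSO neutral control and 100% = excess unlabeled competitor peptide PRC23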
Numbers without * were called inactive; ? = inconclusive; . = no result given.

SMILES	NSD2 inh	MITF act	dFosB activator	SR-BI DiI-HDL act	Rtt109 Vps75	CAL PDZ FP-1	PvdQ acylase	SR-BI HDL uptake	PfHsp90 yeast 2	CAL PDZ FP-2
CCN(CC)c1ccc2cc(C(N)=O)c(=N)oc2c1	-4	13	6	7	-50	0.1	10	-7	-12	6
NC(=O)c1cnn(-c2cc(Oc3ccccc3)ncn2)c1N	0	87*	-4	7	-4	0.0	2	-7	22	.
C#CCOC(=O)Nc1cc(C)n(-c2ccccc2)n1	-1	.	-5	10	1	-0.3	9	-10	-7	-5
COc1ccc(-c2nc(SC)n(S(=O)(=O)c3ccccc3)n2)cc1	0	56	-2	16	-3	-0.3	-7	-16	14	-4
COc1ccc(CN(CCC(c2ccco2)C(C)C)C(C)=O)cc1OC (configuration not stated)	-1	8	0	12	25	0.0	-2	-12	1	-3
COC(=O)CCn1nc(-c2ccc(Cl)cc2)c2ccccc2c1=O	-4	18	-9	-20	10	-2.8	4	20	.	-6
CCOc1ccc(NC(=O)c2ccc(NS(=O)(=O)c3cccc4cccnc34)cc2)cc1	-1	.	0	-30	4	-0.9	6	30	-2	0
COc1ccc(-c2nn(-c3ccccc3)cc2/C=C(/C#N)C(N)=O)cc1[N+](=O)[O-]	3	16	-5	43	1	-1.1	-12	-43	-38	-2
COc1ccc(C(=O)C[n+]2ccc3ccccc3c2C)cc1	0	.	-6	3	1	0.7	-10	-3	1	-1
Cn1c(=O)n(C)c2cc(NS(=O)(=O)c3ccccc3[N+](=O)[O-])ccc21	-2	1	4	11	4	0.5	-2	-11	4	-5
O=C(CN1CCSC1=NCc1ccccc1)c1ccccc1	-5	5	4	24	-4	0.0	-11	-24	2	-5
O=C(Cc1ccccc1)N1CCN(C(=O)c2ccco2)CC1	-1	-11	2	13	-5	0.7	-17	-13	-4	-3
Cc1ccc(NC(=O)c2cccc3c2C(=O)N(C2CCCCC2)C3)c(C)c1	-2	-3	-3	-17	-6	-0.3	12	17	6	.
O=C(Cc1cccs1)Nc1ccc([N+](=O)[O-])cc1	-1	3	1	-1	-2	0.4	5	1	8	.
CCOC(=O)C(C(C)=O)C(c1ccc(OCCC(C)C)cc1)C(C(C)=O)C(=O)OCC (configuration not stated)	0	4	-4	26	.	-2.1	-8	-26	-8	-1
Cc1nn(-c2ccccc2)c2nc(N)c(C(N)=O)cc12	-3	7	-10	-6	3	.	-14	6	-1	-5
COc1ccc(CN(C)S(=O)(=O)c2nnc(NC(=O)c3ccccc3)s2)cc1OC	41	1	1	-3	-20	-2.7	-12	3	3	-5
CCCNC(=O)N1CCN(S(=O)(=O)c2ccc(C)c(C)c2)CC1	1	2	-7	27	0	-2.5	-9	-27	-4	.
O=C(CNCC1CCCO1)N1CCCCCC1 (configuration not stated)	-5	-1	0	2	-4	-0.5	-9	-2	14	11
COc1cc2c(c3ccccc13)CCCC2=O	1	-8	-6	9	-6	0.2	3	-9	8	10

Reformatted with bars between the fields: part of the list above
smiles | NSD2 inh | MITF act | dFosB activator | SR-BI DiI-HDL act | Rtt109 Vps75 | CAL PDZ FP-1 | PvdQ acylase | SR-BI HDL uptake | PfHsp90 yeast 2 | CAL PDZ FP-2
COc1ccc(CN(C)S(=O)(=O)c2nnc(NC(=O)c3ccccc3)s2)cc1OC | 41 | 1 | 1 | -3 | -20 | -2.7 | -12 | 3 | 3 | -5
CCCNC(=O)N1CCN(S(=O)(=O)c2ccc(C)c(C)c2)CC1 | 1 | 2 | -7 | 27 | 0 | -2.5 | -9 | -27 | -4 | .
Cc1ccc(NC(=O)c2cccc3c2C(=O)N(C2CCCCC2)C3)c(C)c1 | -2 | -3 | -3 | -17 | -6 | -0.3 | 12 | 17 | 6 | .
CCOC(=O)C(C(C)=O)C(c1ccc(OCCC(C)C)cc1)C(C(C)=O)C(=O)OCC (configuration not stated) | 0 | 4 | -4 | 26 | . | -2.1 | -8 | -26 | -8 | -1

Back to the main list; the two compounds before the break are reprinted first.
SMILES	NSD2 inh	MITF act	dFosB activator	SR-BI DiI-HDL act	Rtt109 Vps75	CAL PDZ FP-1	PvdQ acylase	SR-BI HDL uptake	PfHsp90 yeast 2	CAL PDZ FP-2
O=C(CNCC1CCCO1)N1CCCCCC1 (configuration not stated)	-5	-1	0	2	-4	-0.5	-9	-2	14	11
COc1cc2c(c3ccccc13)CCCC2=O	1	-8	-6	9	-6	0.2	3	-9	8	10
Nc1nc2c(F)c(F)c(F)cc2s1	-1	-3	-2	7	6	-0.3	-5	-7	-8	.
COc1ccccc1CNS(=O)(=O)c1ccc2c(c1)CC(C)N2C(=O)C1CCC1 (configuration not stated)	.	-11	-21	-35	-7	-2.9	-24	35	0	-1
CCCCCCC1CC(=O)NC(=S)N1 (configuration not stated)	-5	4	2	-16	5	0.8	-16	16	-10	.
COCCN(C(=O)Cc1cccs1)c1nnc(-c2ccncc2)s1	5	.	-4	2	-6	-1.0	8	-2	-1	0
CC(C)C(=O)Nc1c(-c2ccccc2F)c(=O)c2ccccc2n1C	1	-8	-7	-2	1	-0.3	-13	2	13	2
CCOC(=O)C1CCCN(c2ncnc3c2cnn3-c2ccc(Cl)cc2)C1 (configuration not stated)	-1	-40	-10	32	-2	-0.6	-13	-32	.	.
CC1CCc2c(sc(NC(=O)Cn3cnc([N+](=O)[O-])n3)c2C(N)=O)C1 (configuration not stated)	-1	0	2	-29	9	-2.7	10	29	.	-3
C=C(C)[C@@H]1CC=C(C(=O)O)CC1	.	19	2	0	-5	-1.2	-10	0	-2	1
CCOc1ccc(N=C(NC#N)SCC)cc1	-2	.	0	16	3	-0.8	-8	-16	1	-2
COc1cc2c(C(=O)N3CCN(c4ccccc4C)CC3)c(C)oc2cc1Br	6	2	-5	4	5	-0.4	-7	-4	-13	-2

5 records drawn at random from the list so far, as already listed:
SMILES	NSD2 inh	MITF act	dFosB activator	SR-BI DiI-HDL act	Rtt109 Vps75	CAL PDZ FP-1	PvdQ acylase	SR-BI HDL uptake	PfHsp90 yeast 2	CAL PDZ FP-2
CC(C)C(=O)Nc1c(-c2ccccc2F)c(=O)c2ccccc2n1C	1	-8	-7	-2	1	-0.3	-13	2	13	2
COc1ccccc1CNS(=O)(=O)c1ccc2c(c1)CC(C)N2C(=O)C1CCC1 (configuration not stated)	.	-11	-21	-35	-7	-2.9	-24	35	0	-1
COCCN(C(=O)Cc1cccs1)c1nnc(-c2ccncc2)s1	5	.	-4	2	-6	-1.0	8	-2	-1	0
Nc1nc2c(F)c(F)c(F)cc2s1	-1	-3	-2	7	6	-0.3	-5	-7	-8	.
C=C(C)[C@@H]1CC=C(C(=O)O)CC1	.	19	2	0	-5	-1.2	-10	0	-2	1

(further entries)
SMILES	NSD2 inh	MITF act	dFosB activator	SR-BI DiI-HDL act	Rtt109 Vps75	CAL PDZ FP-1	PvdQ acylase	SR-BI HDL uptake	PfHsp90 yeast 2	CAL PDZ FP-2
Cc1cc(C(=O)NNC(=O)c2cccc(C(F)(F)F)c2)no1	2	5	1	0	-10	-0.6	-16	0	-9	45*
COc1ccc(C)cc1NC(=O)Cn1cnnn1	13	-4	0	-8	3	0.0	9	8	7	-2
O=C(/C=C/c1cccc(F)c1)c1ccc(N2CCOCC2)cc1	4	36	2	.	4	-1.9	14	.	-18	-2
Cc1ccc(CNC(=O)c2cn(C)c3ccc(S(=O)(=O)N4CCOCC4)cc3c2=O)cc1	-17	2	-14	9	-5	-2.9	-6	-9	-10	-2
COC(=O)c1cn(C(=O)c2cccc(C)c2)c2ccccc12	-10	8	-10	-19	0	-1.4	-14	19	-3	-3
CCOc1ccc(S(=O)(=O)Nc2ccc(C(=O)N3CCCC3)cc2)cc1	-3	3	-3	6	1	-2.4	-6	-6	-2	-2
O=C(Nc1ccccc1C(F)(F)F)N1CCCCCC1	0	2	-13	-13	8	-4.9	-10	13	-54	1
CCCCCC(=C/c1ccccc1)/C=N/Nc1ccc(S(=O)(=O)N2CCOCC2)cc1[N+](=O)[O-]	6	6	2	-61	-4	0.4	-6	61	-2	-4
CC1(C)c2[nH]c3ccccc3c2C[C@H]2C(=O)N(Cc3ccccc3)C(=O)N21	.	0	0	-56	-1	-0.6	-16	56	-11	1
O=C(Cc1cccc(NC(=O)C2CCCN(C(=O)C3CCCC3)C2)c1)Nc1ccc(C(=O)N2CCCCC2)cc1 (configuration not stated)	.	-3	-17	-63	10	-1.8	-2	63	2	-3
COc1ccc(N2C(=O)NC3CC2(C)Oc2ccccc23)cc1 (configuration not stated)	1	15	5	12	0	-0.3	-18	-12	-16	-2
CC(/C=N\NC(=O)c1cccnc1)c1ccccc1 (configuration not stated)	-5	10	0	36	45	-2.7	7	-36	24	-1
O=C(CSc1nc2ccccc2s1)NNC(=S)Nc1ccc(Cl)cc1	-2	3	-6	3	12	-0.8	1	-3	16	.
CC(=O)CSc1nnc(-c2ccc(S(=O)(=O)N3CCOCC3)cc2)n1C	3	9	-3	1	-7	-2.8	-12	-1	-28	-6
COc1ccc(-c2cc(-c3ccccc3)n3ncnc3n2)cc1	-7	16	-42	-43	-2	-2.2	-4	43	2	-7
CCCOc1ccc(Cl)cc1/C=C1/C(=O)ON=C1C	0	-27	-2	0	-9	0.9	-11	0	4	-4
Cc1ccc(C(=O)NCC(=O)NC2CCC(C)CC2)s1 (configuration not stated)	1	20	0	6	-3	-1.0	-15	-6	-10	-11
O=C(c1ccc(S(=O)(=O)N2CCOCC2)cc1)N(c1cccc(Cl)c1)C1C=CS(=O)(=O)C1 (configuration not stated)	83*	-13	1	29	-8	-2.0	-12	-29	-7	-1
CC(C)c1nnc(NC(=O)CC(C)c2ccccc2)s1 (configuration not stated)	2	.	-8	11	2	-3.3	-9	-11	-7	-6
CCS(=O)(=O)N1CCN(c2ccc([N+](=O)[O-])c(NCc3cccnc3)c2)CC1	1	0	?	-3	30	0.1	16	3	7	.
CCOc1cc(/C=N/NC(=O)c2cccc([N+](=O)[O-])c2)ccc1OS(=O)(=O)c1ccccc1	-4	19	-3	-55	3	-0.1	-7	55	9	-2
CCSc1nnc(NC(=O)Cc2cccc(OC)c2)s1	-7	18	1	15	1	-2.4	-13	-15	-25	-5
C[C@H]1CN(S(=O)C(C)(C)C)[C@@H](CCO)/C1=C\CCO (some centres not stated)	.	9	3	30	2	-0.6	-8	-30	-4	7
CC1CCCC(NC(=O)CN2CCN(S(=O)(=O)c3cccs3)CC2)C1C (configuration not stated)	-3	-6	-2	3	1	-2.1	-10	-3	-3	-8
O=C(OCC(=O)N1CCCC1=O)c1ncc(Cl)c(Cl)c1Cl	1	4	3	-9	2	-2.6	-7	9	0	-1
